M1AAP inhibition: P. falciparum M1AAP inhibitors, biochemical, fluorogenic H-Leu-NHMec substrate, 1536-well (AID 1445); Aminopeptidase N (Plasmodium falciparum (isolate 3D7)); one-dose inhibition, % at 30 µM; IC50 in µM for titrated hits; actives 0.42% (n = 220,000); recombinant M1AAP, H-Leu-NHMec fluorogenic kinetic assay; higher % means a stronger effect;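 active = primary inhibition above the hit cutoff, then over 50% inhibition at one or more dose response concentrations, cut at about 23% in these data, passing the limit was not always enough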;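 note: plate controls were DMSO full reaction for no effect and no enzyme background for full effect; strong numbers were not always called active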
WT yeast gro inh: growth inhibition of WT strain, primary screen, mitochondrial fusion inhibitor project, WT and mutant strains, chemical genetic; mitochondrial fusion phenotypic screen; inhibition, % at 10 µM; actives 2.1% (n = 190,000); in the data active = inhibition above about 58%; tested in S. cerevisiae
Autophagy mod: autophagy modulators in MEF cells, primary screen, imaging, high-content, MEF GFP-LC3; MEF GFP-LC3 puncta imaging; test concentration mostly 10 µM; calls only at 10 µM (by protocol); actives 0.98% (n = 190,000);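 active = percentage of spot-positive cells more than 3 SD above its plate mean, without a fluorescence outlier flag or 80% toxicity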;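 note: spot-positive cell cutoff set from DMSO-treated cells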
P. falciparum M17LAP: P. falciparum M17LAP inhibitors, primary screen, biochemical, fluorogenic H-Leu-NHMec substrate, 1536-well (AID 1619); Leucine aminopeptidase (Plasmodium falciparum (isolate 3D7)); recombinant M17LAP, H-Leu-NHMec fluorogenic kinetic assay; higher % means a stronger effect; one-dose inhibition, % at 30 µM; IC50 in µM for titrated hits; actives 0.38% (n = 220,000);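 active = compound inhibiting the enzyme by more than half at any dose during confirmatory dose-response retesting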;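 note: plate controls were full reaction with DMSO carrier for no effect and no enzyme background for full effect; strong numbers were not always called active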
Dynein cargo inh: inhibitors of GR-EGFP nuclear translocation, primary screen, dynein cargo transport inhibitor project, imaging, high-content, 3617.4 mouse cells. AID 1381, 2008. test concentration mostly 20 µM; stimulated with dexamethasone, 1 µM; hits give low values. actives 0.47% (n = 220,000). z-score, hits read low;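 active = plate z-score of nuclear minus cytoplasmic receptor signal below a set negative limit, without overly bright fluorescence or cell loss, cut at about -3.5 in these data, passing the limit was not always enough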;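 note: z-score of nuclear minus cytoplasmic ring GR-EGFP intensity difference per well; some compounds called inactive have numbers as strong as hits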
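Schedule: 48 h induction, then 1 h compound, then 30 min agonist, 37 °C. Buffer or medium: tetracycline-free induction medium containing charcoal-stripped FBS. Reagent: 1.0 µM final dexamethasone stimulus. Evaluation: nuclear versus cytoplasmic GR-EGFP signal, averaged per well. Signal: high-content fluorescence imaging after fixation.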
MT stabilizer: microtubule stabilizers in HeLa cells, primary screen, imaging, high-content imaging. HeLa tubulin immunostaining HCS, 24 h; share of cells brighter than vehicle mean+2SD. % tubulin-high responders, % at 10 µM. actives 0.83% (n = 200,000). AID 2205, 2009;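 active = plate Z-score above 3 for both tubulin-high and condensed-nucleus cell shares, with cell loss under 80%, at 10 µM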;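 note: anti alpha tubulin signal scored within the nucleus-defined area of each cell; some results filed as inactive read as strong as hits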
T cell modulator: modulators of CD8 T cell-vesicle binding, primary screen, mouse 2C CD8+ T cells, flow cytometry; 2C CD8+ T cell-vesicle binding; hits give low values; calls only at 7 µM; actives 0.068% (n = 330,000);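 active = response, share of CD8 T cells binding vesicles, and their 90th percentile fluorescence all below set limits, cut at about 80% in these data, passing the limit was not always enough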
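Read-out – percent CD8+ FL2 mean versus row control · System – murine 2C transgenic CD8+ T lymphocytes · Times – 1.5 h cell–vesicle binding at 37 °C, then 20 min icy labelling · Control set – naked vesicles low, QL9 vesicles with vehicle high · Detection – cytometric PE anti-B7-1 and Alexa647 anti-CD8 signals after 1% paraformaldehyde fixation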
bCat nuc transl: modulators of beta-catenin nuclear translocation, primary screen, imaging, HeLa cells, immunofluorescence, high-content; nuclear translocation activity, % at 5 µM; actives 0.3% (n = 190,000); AID 1665, 2009;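 active = nuclear translocation activity above 50% at 5 µM, with a well cell count of 50 or more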;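 note: per-cell ratio of nuclear to cytoplasmic median beta-catenin stain intensity; plate controls were DMSO negative control for no effect and GSK-3 inhibitor IX positive control for full effect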
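test system = HeLa cells, endogenous beta-catenin | dosing = single 5 µM dose plus 0.02–20 µM confirmation series | times = compound treatment 24 h, 37°C, 5% CO2 | technique = beta-catenin immunofluorescence imaging with DAPI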
Yfh1-depleted yeast: enhancers of respiration in Yfh1-depleted yeast, dose response, Friedreich's ataxia, plus single-dose screen (AID 1465); fold induction at 50 µM; hits with a dose series show EC50 in µM; actives 0.074% (n = 220,000); S. cerevisiae Yfh1-off respiration, WST-1 reduction, 72 h; higher fold induction means a stronger effect;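 active = fold induction of absorbance versus untreated yeast above a set limit, then at least 30% activation at any dose in follow-up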;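 note: activators that raise dye reduction in frataxin-depleted yeast; strong numbers were not always called active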
WT yeast gro inh mutant strain: also measured in WT yeast gro inh; calls as there; inhibition, %; mitochondrial fusion phenotypic screen, mutant strain inhibition
Dynein cargo inh cytoplasmic EGFP: second read-out of Dynein cargo inh, no call of its own (marks repeat the call); z-score; measured here: cytoplasmic GR-EGFP intensity; hits give high values
Dynein cargo inh nuclear GR-EGFP: recorded beside Dynein cargo inh, whose call it bears; z-score; measured here: nuclear GR-EGFP intensity;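 lower value marks the stronger effect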
Dynein cargo inh cell count: also measured in Dynein cargo inh; calls as there; z-score; measured here: cell count per field
bCat nuc transl cell count 5 µM: also measured in bCat nuc transl; calls as there; cell count; measured here: cell count, cytotoxicity flag
T cell modulator vesicle-bound %: also measured in T cell modulator; calls as there; double positive events, %; measured here: CD8+ vesicle-bound cell fraction;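 binding gate set so that unloaded-vesicle control wells show 10% double positive cells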
MT stabilizer Hoechst-high %: also measured in MT stabilizer; calls as there; % Hoechst-high responders; measured here: nuclear condensation Hoechst responders;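 share of cells brighter than vehicle mean plus two SD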
MT stabilizer cytotoxicity %: further read-out of MT stabilizer, marked with its call; toxicity, %; measured here: cytotoxicity by cell density;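 0% = mean cell density of plate MIN control wells and 100% = no cells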
Autophagy mod cell loss 18 h: also measured in Autophagy mod; calls as there; toxicity, %; measured here: cell loss, nuclei count;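 cell loss after 18 h compound exposure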
Numbers without * were called inactive; i = inactive; x = no result given; + = active, no number.

Below each compound – M1AAP inhibition, WT yeast gro inh, WT yeast gro inh mutant strain, Autophagy mod, Autophagy mod cell loss 18 h, P. falciparum M17LAP, Dynein cargo inh, Dynein cargo inh cytoplasmic EGFP, Dynein cargo inh nuclear GR-EGFP, Dynein cargo inh cell count, MT stabilizer, MT stabilizer Hoechst-high %, MT stabilizer cytotoxicity %, T cell modulator, T cell modulator vesicle-bound %, bCat nuc transl, bCat nuc transl cell count 5 µM, Yfh1-depleted yeast
- CCOC(=O)N1CC(=O)Nc2ccc(Br)cc2C1c1ccccc1 (stereo unspecified)
→ 3.7%, x, x, x, x, -7.4%, 0.0404, -0.205, 0.42, 0.955, x, x, x, i, 33.1, -1.0, 1296, i
- CN1CCN(C(=S)c2cn(Cc3ccc(F)cc3)c3ccccc23)CC1
→ 3.5%, 17.5, 11.6, i, 2.7, -3.4%, 0.301, -0.317, -0.0125, 0.659, 6.3, 1.0, 6.2, i, 49.2, -1.4, 1073, i
- CCCCNC(=O)c1cccnc1SCC(=O)Nc1ccccc1OC
→ 5.7%, -2.9, -4.0, i, -13.1, 3.6%, -1.05, -0.318, -0.555, 0.941, 3.6, 3.3, 11.7, i, 40.0, -3.0, 1222, i
- COc1cc(/C=N/NC(=O)c2cnccn2)cc(OC)c1OC
→ 7.7%, -9.1, -1.0, i, 9.3, 9.0%, -0.628, -0.23, -0.474, 0.513, 4.0, 1.8, 6.0, i, 36.2, 0.2, 1087, i
- CC(C)N(C(=O)Cn1c(SCC(=O)NCc2ccc3c(c2)OCO3)nc2ccccc21)C(C)C
→ 2.1%, -20.8, -3.0, i, 6.8, -2.0%, -0.335, -0.264, -0.316, 0.245, 3.5, 1.5, 5.1, i, 50.3, -1.3, 1166, i
- COc1ccc(C(C2C(=O)CC(C)(C)CC2=O)C2C(=O)CC(C)(C)CC2=O)cc1COCC(F)(F)F
→ 8.0%, -8.9, -17.3, i, 3.0, 47.7%, -0.302, -0.26, -0.378, 0.241, 1.0, 3.4, 7.1, i, 5.6, 0.7, 498, i
- O=C(OCn1nnc2ccccc2c1=O)C1CCCCC1
→ 5.1%, 1.5, -3.4, i, -3.3, -6.0%, -0.422, -0.157, -0.197, 0.506, 1.4, 2.4, 7.2, i, 17.7, -0.4, 1091, i
- Cc1cccc(NC(=O)CSC(N)=O)c1C
→ 7.6%, -11.2, -7.1, i, 5.6, -6.8%, -0.558, -0.18, -0.0359, 0.527, 2.9, 1.5, 5.6, i, 24.6, -5.6, 850, i
- O=C(Nc1cc(C(F)(F)F)ccc1N1CCOCC1)c1n[nH]c(=O)c2ccccc12
→ 1.8%, 10.6, 12.4, i, 21.6, -5.0%, 0.448, -0.159, -0.0621, 0.142, 0.7, 0.9, 8.6, i, 60.2, -4.5, 969, i
- CCC(=O)Nc1nc2ccccc2n1CCN1CCOCC1
→ 11.2%, 1.0, -3.6, i, -5.2, 1.1%, -1.03, -0.17, -0.64, 0.323, 3.5, 1.7, 5.0, i, 26.4, -7.0, 985, x
- COc1cc2[nH]c3c(N4CCN(c5ccc(Cl)cc5)CC4)ncnc3c2cc1OC
→ 10.5%, -0.3, -7.1, i, 12.3, -7.9%, -1.66, -0.241, -0.903, 1.11, 3.3, 3.9, 1.7, i, 44.2, -4.1, 965, i
- COC(=O)c1[nH]c(C)c(/C(O)=C2\C(=O)C(=O)N(CCN(C)C)C2c2cc(OC)ccc2OC)c1C (stereo unspecified)
→ 11.4%, -10.7, -9.2, i, 6.6, -2.6%, -0.442, -0.189, -0.131, 0.368, 1.8, 2.5, 8.8, i, 12.0, -2.5, 1181, i
- CCOC(=O)c1nn(-c2ccc(C)cc2)cc1C(=O)c1ccccc1
→ 4.2%, -17.3, 3.6, i, -4.7, -1.5%, 1.1, 0.0138, 1.2, -0.213, 1.8, 1.1, 5.1, i, 28.7, -1.7, 989, i
- Cc1cc(Cl)ccc1OCC(=O)Nc1ccccc1CO
→ 7.1%, 1.4, 14.2, i, -1.7, 10.2%, -1.52, -0.284, -0.717, -0.0885, 0.9, 1.1, 4.4, i, 27.1, 0.5, 1035, i
- CCOc1c2ccc(C(=O)NCc3ccc(OC(F)(F)F)cc3)cc2nn1C
→ 9.4%, 30.1, -2.4, i, -26.7, -14.9%, -0.827, -0.211, 0.0675, 0.402, 3.3, 2.3, 5.9, i, 19.9, -0.4, 1259, i
- C=CCSC1=C(C#N)C(c2ccc(C(C)C)cc2)CC(=O)N1 (stereo unspecified)
→ 7.4%, 14.1, 1.6, i, 5.3, -3.8%, -0.449, -0.212, -0.244, 0.396, 2.2, 3.8, 4.0, i, 27.5, x, x, i
- CCOc1cc2[nH]c(=O)n(CCCCC(=O)NC3CCCCCC3)c(=O)c2cc1OCC
→ 2.7%, 5.1, 12.1, i, 16.4, -3.9%, 2.34, -0.196, 1.76, -1.48, 4.1, 1.4, 6.4, i, 59.5, -4.8, 918, i
- CCCCCCn1c(CN2CCCCC2)nc2c1c(=O)n(C)c(=O)n2C
→ x, x, x, i, -2.5, x, 0.106, -0.201, -0.183, 0.613, 3.0, 1.9, 6.5, i, 28.7, x, x, i
- O=C(COC(=O)CNC(=O)C12CC3CC(CC(C3)C1)C2)Nc1ccccc1
→ 11.3%, -9.9, -24.1, i, -15.2, -3.9%, 0.123, -0.204, 0.286, 0.503, 2.1, 1.2, 10.7, i, 44.7, -0.5, 1076, i
- COC(=O)CSC(C)C(=O)Nc1nnc(C(C)C)s1 (stereo unspecified)
→ -1.6%, -4.8, 9.7, +, 2.9*, -2.4%, -0.158, -0.336, -0.363, -0.0291, 1.7, 1.6, 6.2, i, 51.4, 0.1, 1097, i
- Cc1cc([N+](=O)[O-])nn1CC(=O)N1CCc2ccccc2C1
→ 2.5%, -10.6, 1.3, i, -8.3, -12.5%, 0.0544, -0.137, 0.422, -0.872, 2.2, 1.3, 8.9, i, 0.9, -4.1, 984, i
- NCC(O)(c1ccc(Cl)cc1)c1ccc(Cl)cc1
→ -0.9%, -2.4, -5.5, +, -1.9*, 5.5%, 0.16, -0.313, 0.0726, -0.771, 4.1, 2.2, 4.8, i, 42.6, -0.2, 1442, i
- CN(c1ccccc1)S(=O)(=O)c1ccc(C(=O)Nc2nnc(C3CC3)o2)cc1
→ -19.8%, 15.0, -26.9, i, 5.3, 3.0%, 0.155, -0.348, -0.441, -0.761, 2.5, 3.2, 1.4, i, 57.6, 0.9, 1014, i
- COc1ccc(/C=C/C(=O)c2ccccn2)cc1
→ 2.8%, -11.6, -1.1, i, -2.6, 12.4%, -0.397, -0.239, 0.139, -0.115, 5.3, 2.7, 2.5, i, 55.0, 0.0, 1071, i
- O=C(CCCNC(=O)/C(=C/c1ccc(Br)cc1)NC(=O)c1ccccc1)OCc1ccccc1
→ -3.3%, 4.7, 0.8, i, 26.8, -9.3%, 0.0143, -0.243, 0.053, -0.397, 3.5, 2.2, 12.8, i, 53.9, 0.2, 1014, i
- COc1ccc(C)cc1S(=O)(=O)N(C)CC(=O)Nc1ccc2c(c1)OCCO2
→ -5.5%, 6.0, 13.1, i, -1.7, -2.2%, -0.524, 0.262, -0.21, 0.828, 2.8, 2.8, 5.1, i, 41.9, -0.4, 1024, i
- CCCC(=O)Nc1cccc(NC(=S)NC(=O)C(C)Oc2ccc(Cl)cc2Cl)c1 (stereo unspecified)
→ -0.1%, 26.9, 2.2, i, 2.9, 10.6%, -0.845, -0.249, -0.563, 0.0271, 3.5, 3.3, 7.5, i, 44.0, 0.3, 1120, i
- Cc1cccc(NC(=O)C2c3ccccc3Oc3ccccc32)n1
→ 15.8%, 7.3, 15.2, i, 8.1, -2.9%, -0.344, -0.0152, -0.286, -0.207, 2.3, 1.3, 7.1, i, 62.4, 1.1, 1039, i
- CCOc1ccc(N/C=C/C(=O)c2ccc(C)cc2)c([N+](=O)[O-])c1
→ 3.5%, 2.6, -6.9, i, -20.9, -1.8%, -0.262, 0.066, -0.37, 0.327, 3.2, 1.6, 3.6, i, 18.1, -2.5, 1471, i
- Cc1c(NC(=O)C2C3C=CC(C3)C2C(=O)O)c(=O)n(-c2ccccc2)n1C (stereo unspecified)
→ 15.2%, -16.8, -2.4, i, 23.0, 6.6%, -1.25, -0.282, -0.426, 1.02, 1.4, 1.5, 3.9, i, 12.4, x, x, i
- COCCn1nnnc1C(C(C)C)N(Cc1ccccc1)Cc1cc2cc(OC)ccc2[nH]c1=O (stereo unspecified)
→ 7.0%, 25.7, 6.7, i, 16.1, -21.5%, -0.992, -0.309, 0.104, 0.594, 2.7, 3.7, 4.7, x, x, -2.2, 1113, i
- O=C(O)c1cccnc1-c1ncccc1C(=O)O
→ 0.2%, -21.0, 1.6, i, -20.9, 12.2%, 0.933, -0.369, 0.864, -0.786, 7.0, 1.8, 4.9, i, 43.6, -4.4, 1160, i

Screening data: PubChem BioAssay, several laboratories
